Compound activity: PubChem BioAssay, NCI
NCI-60 one-dose screen, 48 h, at 10 µM unless noted. Numbers give growth in % (100 = growth as untreated, 0 = no growth, -100 = all killed).
M14: M14 melanoma | actives 6.2% (n = 80,000) | AID 1794745
EKVX: EKVX NSCLC; actives 3% (n = 71,000)
SK-MEL-28: SK-MEL-28 melanoma; AID 1794761; actives 4.1% (n = 81,000)
A549/ATCC: A549/ATCC NSCLC; actives 3.7% (n = 81,000)
HOP-92: HOP-92 NSCLC cells; actives 6.3% (n = 71,000); AID 1794738
HOP-62: HOP-62 NSCLC; AID 1794735; actives 3.9% (n = 80,000)
CCRF-CEM: CCRF-CEM leukemia. actives 7% (n = 77,000). AID 1794778
SK-MEL-5: SK-MEL-5 melanoma | actives 6.4% (n = 80,000) | AID 1794755
Starred values were filed as active, the others as inactive; . = not tested or not shown; & = joins results of further samples. Rule for the calls: active = growth percent below 10; inactive = the rest. Only part of the results is shown; the hit share may differ from the screen's.

SMILES	M14	EKVX	SK-MEL-28	A549/ATCC	HOP-92	HOP-62	CCRF-CEM	SK-MEL-5
Cc1ccc(OC(=O)Cc2ccccc2)cc1	116	100	116	102	95	113	98	107
CCCC1OP(=O)(N2CC(C)N(P3(=O)OCC(CC)C(CCC)O3)CC2C)OCC1CC (configuration not stated)	108	109	110	102	.	101	105	108
N#CCN(CC#N)[N+](=O)[O-]	97	104	106	106	85	102	85	103
Cc1cc2c(cc1C)NP(=S)(c1ccccc1)N2	98	108	103	103	99	102	106	.
CC(=O)[O][Hg][c]1c(C)c(C)cc(C)c1C	-87*	-63*	-38*	92	.	-83*	3.8*	-57*
N#CSCC1CC(O)(c2cn(C(=O)c3ccc(Cl)cc3)c3ccccc23)C(=O)O1 (configuration not stated)	96	76	126	105	79	95	84	103
ClCCN1CCCCCC1	103	.	98	93	106	123	97	104
C[C@]12Cc3cn[nH]c3C=C1CC[C@@H]1[C@@H]2CC[C@@]2(C)[C@H]1CC[C@]2(C)O	65	79	92	92	77	76	79	70
COc1ccccc1-n1c(C)nc2ccccc2c1=O	105	97	109	97	108	84	102	103
C=CCNP(=O)(OCC)OCC	90	102	103	98	74	92	96	98
Cc1ccc(O)c(CN2CCC3CCC(C3)C2)c1 (configuration not stated)	102&99	100&94	119&123	107&107	111&86	109&100	102	107&116
O=S(=O)(F)c1ccc(N=C=S)cc1	108	.	104	.	76	98	.	100
CCOc1cc(C=C(C#N)C#N)cc(Br)c1O	98	104	109	102	.	111	102	105
O=C(COc1ccc([N+](=O)[O-])cc1)Nc1ccc(S(=O)(=O)F)cc1	97	75	108	90	84	92	82	85
Cc1cccc(OP(=O)(Oc2cccc(C)c2C)Oc2cccc(C)c2C)c1C	82	86	121	75	98	127	88	100

Filtered by structure, the entries above with a cyano group
SMILES	M14	EKVX	SK-MEL-28	A549/ATCC	HOP-92	HOP-62	CCRF-CEM	SK-MEL-5
N#CCN(CC#N)[N+](=O)[O-]	97	104	106	106	85	102	85	103
N#CSCC1CC(O)(c2cn(C(=O)c3ccc(Cl)cc3)c3ccccc23)C(=O)O1 (configuration not stated)	96	76	126	105	79	95	84	103
CCOc1cc(C=C(C#N)C#N)cc(Br)c1O	98	104	109	102	.	111	102	105

Following part:
SMILES	M14	EKVX	SK-MEL-28	A549/ATCC	HOP-92	HOP-62	CCRF-CEM	SK-MEL-5
Cc1cc2c(cc1-c1ccnc(/C=C/C(=O)O)c1)C(C)(C)CCC2(C)C	78	86	93	77	57	97	96	68
COc1cc(OC)c(S(=O)(=O)N(CCCl)CCCl)cc1C(=O)/C=C/c1ccc(Cl)cc1	68	86	92	72	82	92	16	87
O=C(/C=C/c1ccc(OC(F)(F)F)cc1)c1nc2ccccc2n1Cc1ccc(F)cc1	89	74	96	75	75	100	33	88
Cc1ccc(C(=O)O)cc1S(=O)(=O)F	106	.	103	100	95	92	100	98
CC(C)(CCO[N+](=O)[O-])C(=O)O	100	112	106	98	.	103	98	110
S=c1[nH]c(=S)c2c3c([se]c2[nH]1)CCCCC3	100	85	120	102	88	89	102	101
CC1CC2(CO)C(CCC3C4CCC(O)C4(C)CCC32)CC1=O (configuration not stated)	101	.	105	104	.	97	88	104
Cc1cc(Cl)ccc1S(=O)(=O)F	107	.	99	90	93	100	97	103
COc1nc2ccccc2nc1N1CC1	96	105	108	94	87	99	97	97
CC(C)OC(=O)[C@H](C)NP(=O)(Oc1cccc2ccccc12)C1CCCN(O)C1=O (some centres not stated)	51	81	50	89	72	71	70	37
O=c1oc2ccccc2c2c1C(c1coc3ccccc3c1=O)c1c(c3ccccc3oc1=O)O2	.	100	100	112	.	109	100	108
CCOC(=O)C(NC(=O)C(Cc1ccc(N(CCCl)CCCl)cc1)NC(C)=O)C(C)C (configuration not stated)	84	98	101	56	99	83	72	98
CCCCCC(O)C1C(=O)OC(C)C(O)/C=C/C=C/C=C/C=C/C=C(\C)C(O)C(O)C(O)CC(O)CC(O)CC(O)CC(O)CC1O (configuration not stated)	88	152	118	96	129	.	102	110
CC1(C)CC(=O)CC(C)(C)N1O	101	125	107	107	.	109	101	117
CC1(c2ccccc2)C(=O)NC(=O)NC1=O	98	103	115	96	.	101	108	113
O=C1NC(=S)NC(=O)C1=Cc1cn(-c2ccccc2)nc1-c1cc2ccccc2o1	72	75	99	86	86	82	67	90
CP(C)(=S)P(C)(C)=S	93	89	105	96	109	97	111	100
CCC(O)(CN)c1ccccc1 (configuration not stated)	95	98	115	87	93	97	90	99
CC(=O)c1cc2c(cc1C)C(C)(C)C(C)CC2(C)C (configuration not stated)	97	102	115	87	103	74	96	101
CCCCCCCCCCC(C(=O)c1ccccc1)N1CCOCC1 (configuration not stated)	109	106	112	100	77	101	97	102
CC(C)(N)C(O)c1ccccc1 (configuration not stated)	97	98	107	97	101	71	106	103
CCCC[C@H]1C(=O)O[C@H](C)[C@H](NC(=O)c2cccc(NC=O)c2O)C(=O)O[C@@H](C)[C@@H]1OC(=O)CC(C)C	.	58	84	11	33	48	29	-5.2*
NC1C[C@H]1c1ccccc1 (some centres not stated)	103	104	114	113	.	110	102	106
O=C(CCN1CC1)OCCOC(=O)CCN1CC1	83	94	115	105	.	106	106	101
CCOP(=O)(NC[C@H]1O[C@](O)(CO)[C@@H](O)[C@@H]1O)OCC	93	91	116	97	93	91	101	97
Cc1ccccc1N1CCN(CCC#N)CC1	100	101	100	83	97	87	83	74
Oc1ccc2c3c1O[C@H]1[C@@H](O)C=CC4(O)C(C2)N(CC2CC2)CCC314 (some centres not stated)	97	101	106	102	107	96	101	98
CCN(CC)CCCN1CC2CCCCC2C1 (configuration not stated)	102	100	101	90	94	92	101	103
Cc1ccc(N)c(N)c1	98	113	113	91	76	106	66	106
CC[C@H](C)[C@H](NC(=O)c1nccn1C)C(=O)N(C)[C@H](C[C@@H](OC(C)=O)c1nc(C(=O)N[C@@H](Cc2ccccc2)C[C@H](C)C(=O)OC)cs1)C(C)C	3.1*	53	51	25	30	17	16	-0.8*
O=C1NC(=O)C(Cc2ccccc2)C(=O)N1	111&106	108&96	107&116	90&100	112&104	101&104	93	103&106
COc1cc(C2c3ccc(O)cc3Oc3nc(N)c(C#N)c(N)c32)cc(OC)c1OC (configuration not stated)	110	.	102	100	.	96	97	96
C=CC[n+]1ccc(-c2cc[n+](CC=C)cc2)cc1	109	.	102	72	111	84	85	71
COC(=O)CCNCCCCCCN1CC1	108	98	116	96	83	108	106	105
CC(C)c1c(CN(C)C(C)Cc2ccccc2)n(C)n(-c2ccccc2)c1=O (configuration not stated)	69	62	94	51	58	82	66	64
c1ccc(N=NNc2ccccc2)cc1	104	.	105	97	94	99	83	98
CC1CCCN1CCC(C(N)=O)(c1ccccc1)c1ccccc1 (configuration not stated)	100	106	107	99	82	97	93	111
S=C=Nc1cccc(Cl)c1	99	99	109	100	92	90	102	.
O=C(CBr)c1ccc(Br)cc1	109	109	106	99	.	99	132	113
Clc1cccc(N2COOC3(OOC2)C2CC4CC(C2)CC3C4)c1	94	94	114	76	-7.9*	73	-33*	86
CCCC(C)COC(N)=O (configuration not stated)	98	96	108	74	92	82	93	102
CC(C)(O)/C=C/C(=O)[C@](C)(O)[C@H]1[C@H](O)C[C@@]2(C)[C@H]3CC=C4[C@@H](C[C@H](O)C(=O)C4(C)C)[C@]3(C)C(=O)C[C@]12C	17	18	-7.5*	10	-36*	5.8*	3.5*	1.6*
COc1ccc(CC(C)=O)cc1	105&94	110&96	117&102	101&84	91&105	103&100	102&104	103&102
Cc1nc(N)sc1Sc1nc2ccc(Cl)cc2c(=O)n1-c1ccccc1	113	.	112	105	98	109	99	97
CCOC(=O)CCOc1ccccc1N(CCCl)CCCl	99	102	116	99	110	95	81	100

Reprinted from the listing for reference:
SMILES	M14	EKVX	SK-MEL-28	A549/ATCC	HOP-92	HOP-62	CCRF-CEM	SK-MEL-5
O=C1NC(=O)C(Cc2ccccc2)C(=O)N1	111&106	108&96	107&116	90&100	112&104	101&104	93	103&106
COc1cc(C2c3ccc(O)cc3Oc3nc(N)c(C#N)c(N)c32)cc(OC)c1OC (configuration not stated)	110	.	102	100	.	96	97	96
C=CC[n+]1ccc(-c2cc[n+](CC=C)cc2)cc1	109	.	102	72	111	84	85	71
COC(=O)CCNCCCCCCN1CC1	108	98	116	96	83	108	106	105
CC(C)c1c(CN(C)C(C)Cc2ccccc2)n(C)n(-c2ccccc2)c1=O (configuration not stated)	69	62	94	51	58	82	66	64
c1ccc(N=NNc2ccccc2)cc1	104	.	105	97	94	99	83	98

The listing picks up with the 3 entries that preceded the break.
SMILES	M14	EKVX	SK-MEL-28	A549/ATCC	HOP-92	HOP-62	CCRF-CEM	SK-MEL-5
COc1ccc(CC(C)=O)cc1	105&94	110&96	117&102	101&84	91&105	103&100	102&104	103&102
Cc1nc(N)sc1Sc1nc2ccc(Cl)cc2c(=O)n1-c1ccccc1	113	.	112	105	98	109	99	97
CCOC(=O)CCOc1ccccc1N(CCCl)CCCl	99	102	116	99	110	95	81	100
COc1ccc(C2CC(=O)Nc3nc(N)[se]c32)cc1 (configuration not stated)	115	100	108	63	115	90	94	98
COC1CC(CC2CCC(C)C(C(C)C(=O)O)O2)OC2(OC(C)(C3CCC(C)(C4OC(C5OC(O)(CO)C(C)CC5C)CC4C)O3)CC2C)C1C (configuration not stated)	-72*	19	.	7.4*	.	10	-27*	-96*
CN[C@]1(c2ccccc2Cl)CCCC[C@@H]1NCCCc1ccccc1	90	90	107	91	74	91	96	95
N#Cc1ncc(/N=C/c2ccc(N(CCCl)CCCl)cc2)s1	87	91	102	86	78	96	56	88
Cc1ccc(-c2nc3c(s2)CC[C@@]2(C)C3=CC[C@@H]3[C@@H]2CC[C@]2(C)C(=O)CC[C@@H]32)cc1	105	99	117	104	120	114	118	99
CNC(=O)Oc1c(C)[nH]ccc1=O	102	.	105	98	92	120	93	106
CC(C)N=C([Se])NC(=O)c1ccccc1	-65*	-57*	-44*	8.8*	-34*	8.4*	5.5*	-57*
CC1(C)NC(=S)C(C)(C)N1N=O	106	104&106	108&104	102&99	81&85	111&111	92	97&98
C[C@H]1CC[C@@]2(C)[C@@H](CC[C@@H]3[C@@H]2CC[C@]2(C)[C@@H](O)CC[C@@H]32)C1	.	77	90	94	103	84	91	89
CC(=O)C(CN1CCCCC1)C(c1ccccc1)c1c(O)c2ccccc2oc1=O (configuration not stated)	101	97	106	111	71	90	103	101
CN(C)P(CCP(C)C)N(C)C	102	99	106	92	95	88	99	95
O=C(NCCN1CC1)c1cccc2nc3c(C(=O)NCCN4CC4)cccc3nc12	101	108	105	100	110	92	90	94
Nc1ccccc1C(=O)c1ccccc1	103	94	94	96	85	97	94	104
C[C@]12CCc3nc(-c4cccc(O)c4)sc3C1=CC[C@@H]1[C@@H]2CC[C@]2(C)C(=O)CC[C@@H]12	92	101	112	105	109	108	101	107
COc1ccc(OC)c(C(O)C(C)N)c1 (configuration not stated)	96	102	110	96	62	91	100	109
CCCCCCCN(CCCl)C1c2ccccc2-c2ccccc21	80	80	86	64	71	62	79	56
OCC(O)[C@H]1O[C@@H]2O[C@H](C(Cl)(Cl)Cl)O[C@@H]2[C@H]1O (some centres not stated)	97	95	119	102	65	108	94	.
C[N+]1(CC#CC[N+]2(C)CCCC2)CCCC1	103	98	111	107	91	105	107	101
O=C(O)C1CC2CC1C1C2C2(Cl)C(Cl)=C(Cl)C1(Cl)C2(Cl)Cl (configuration not stated)	101&96	73	99&98	80&88	71	95&94	79	89&104
CC1CC=CCC12C(=O)NC(=S)NC2=O (configuration not stated)	114	96	101	91	105	.	83	103
c1cc(OCCN2CC2)ccn1	104	116	103	101	.	108	100	108
CC1CCN(C(Cc2ccccc2)c2ccccc2)CC1 (configuration not stated)	72	96	69	94	81	73	94	100
CN(C)[C@@H]1C(=O)C(C(N)=O)=C(O)[C@@]2(O)C(=O)C3=C(O)c4c(O)cccc4[C@@](C)(O)[C@H]3[C@H](O)[C@@H]12	93	95	103	98	79	99	97	93
ClCCN(CCCl)c1ccc(CCNc2ccnc3cc(Cl)ccc23)cc1	80	58	87	86	79	85	72	41
CCn1cc([N+](=O)[O-])cc1[N+](=O)[O-]	104	116	106	97	110	106	102	109
CC(=O)C1(c2ccccc2)CCNCC1	103	114	106	100	86	98	113	98
CC[C@@H](C)C(=O)O[C@H]1[C@H](O)[C@H]2[C@@H](CN3C[C@@H](C)CC[C@H]3[C@@]2(C)O)[C@@H]2C[C@]34O[C@]5(O)[C@@H](OC(=O)[C@@](C)(O)CC)CC[C@@]3(C)[C@@H]5[C@@H](OC(C)=O)[C@@H](OC(C)=O)[C@H]4[C@@]21O	96	94	105	71	90	83	100	87
O=C1C=CC(=O)c2c(O)cccc21	86	98	84	69	67	86	41	90
O=C1CN=C(c2ccc[nH]2)c2cc(Cl)ccc2N1	107	85	96	77	77	94	78	99
CCN(CC)C(=O)C(N)Cc1ccc(OC)c(N(CCCl)CCCl)c1 (configuration not stated)	115	.	101	87	.	112	49	100
Cc1cccc(C(O)(C(=O)O)c2ccccc2)c1 (configuration not stated)	103	99	98	102	70	.	107	98
Cc1c(C(=O)O)nnn1C1CC2CCC1C2 (configuration not stated)	.	99	114	95	99	88	101	103
O=C1NC(=O)C(=CCc2ccccc2)C(=O)N1	101	110	108	104	82	108	92	114
CC(C)N=C([Se])NC(=O)c1cccs1	8.3*	15	60	18	88	-3.0*	30	-60*
CN(C)P(=O)(N(C)C)N1CC1	101	100	107	93	106	102	93	106
N=Cc1c(O)n(-c2ccccc2)c(=O)n(-c2ccccc2)c1=O	120	108	110	97	.	106	91	100
ClC1(Cl)C(c2ccccc2)N1c1ccccc1 (configuration not stated)	.	.	127	99	40	132	88	90
O=PO	106	.	106	102	.	111	.	104
CCOC(=O)c1ccc(CCl)o1	105	.	118	96	.	99	90	103
CN(C)C1=NC(=O)C(c2ccccc2)O1 (configuration not stated)	103	111	118	112	71	103	93	101
